# VHR inh abs = inhibitors of human VHR1 phosphatase (DUSP3). AID 1654. recombinant VHR phosphatase, pNPP absorbance. 290,000 compounds, 0.52% hits. inhibition, % at 13.3 µM; in the data active = inhibition above about 50%; also: some compounds called inactive have numbers as strong as hits
# Target sequence (P51452 whole entry, looked up): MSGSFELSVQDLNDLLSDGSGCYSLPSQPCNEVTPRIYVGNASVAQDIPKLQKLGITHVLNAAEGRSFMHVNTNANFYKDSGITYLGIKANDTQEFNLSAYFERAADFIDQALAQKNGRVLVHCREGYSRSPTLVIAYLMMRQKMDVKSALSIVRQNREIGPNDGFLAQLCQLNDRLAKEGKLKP
# Y pestis TopoI = blocks Yersinia pestis topoisomerase I activity | Y. pestis Topo-I cleavage product accumulation, plate reader | activity, % at 10 µM | 360,000 compounds, 0.064% hits | AID 504884; in the data active = activity above about 50%, passing the limit was not always enough; also: inactives centre near 2
# BH1578 lux ind = induces V. cholerae light production without autoinducers. V. cholerae BH1578 lux reporter, luminescence, 6 h. activation, % at 18.7 µM. 350,000 compounds, 0.16% hits. AID 588436; in the data active = activation mostly above about 9.7%, no sharp cut-off; also: not every result past the cut was called active; inactives centre near 0; reference of the scale not given here
# MazF activator = activators of E. coli MazEF toxin-antitoxin RNase | P0AE70 | FAM/BHQ RNA-DNA oligo cleavage fluorescence, 5 h | activation, % at 20 µM | 350,000 compounds, 0.32% hits; in the data active = activation above about 50%
# Target sequence (P0AE70 whole entry, looked up): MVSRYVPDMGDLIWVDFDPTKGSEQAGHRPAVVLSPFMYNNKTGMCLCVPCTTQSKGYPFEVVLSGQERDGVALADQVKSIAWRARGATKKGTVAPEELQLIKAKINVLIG
# TcdB inh = blocks C. difficile toxin B glycohydrolase activity; P18177; TcdB glycohydrolase enzymatic assay, plate reader; inhibition, % at 9.99 µM; 350,000 compounds, 0.24% hits; in the data active = inhibition above about 10%
# Rv3671c protease = Rv3671c (M. tuberculosis) protease inhibition; P9WHR9; inhibition, % at 5.96 µM; 320,000 compounds, 0.048% hits; in the data active = inhibition above about 38%;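 also: extracellular domain of Rv3671c used as enzyme; 0% = enzyme with DMSO and 100% = no enzyme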
# Target sequence (P9WHR9 whole entry, looked up, the tested form may be a part): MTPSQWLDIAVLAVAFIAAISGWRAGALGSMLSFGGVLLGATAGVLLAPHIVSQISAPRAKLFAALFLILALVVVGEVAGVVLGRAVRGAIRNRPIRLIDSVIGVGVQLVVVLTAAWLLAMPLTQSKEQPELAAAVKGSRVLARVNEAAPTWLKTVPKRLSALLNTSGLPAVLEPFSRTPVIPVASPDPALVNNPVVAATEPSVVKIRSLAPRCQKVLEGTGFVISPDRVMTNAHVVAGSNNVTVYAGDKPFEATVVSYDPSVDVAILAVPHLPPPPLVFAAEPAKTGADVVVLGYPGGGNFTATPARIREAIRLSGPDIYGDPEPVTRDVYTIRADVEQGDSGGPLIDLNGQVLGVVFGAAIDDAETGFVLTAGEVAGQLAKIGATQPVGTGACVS
# PriA SSB inh = inhibitors of Klebsiella pneumoniae PriA binding to SSB C-terminal tail | AlphaScreen SSBct-PriA binding, biotinylated peptide | inhibition, % at 33 µM | 430,000 compounds, 0.6% hits | AID 1272365; in the data active = inhibition mostly above about 37%, no sharp cut-off; inactive = mostly below about 20%;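 also: plate controls were negative control peptide for no effect and reference peptide for full effect; strong numbers were not always called active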
# Anthrax LF inh2 = blocks Bacillus anthracis lethal factor protease; multiplex microsphere protease cleavage assay, LF; inhibition, % at 10 µM; 360,000 compounds, 0.12% hits; AID 588501; in the data active = inhibition above about 30%; also: plate controls were buffer without enzyme for full effect and enzyme alone for no effect
# SARS 3CLpro inh = SARS-CoV 3CLpro protease inhibition. P0C6X7. recombinant SARS-CoV 3CLpro, quenched FRET peptide cleavage. inhibition, % at 6 µM. 290,000 compounds, 0.14% hits; in the data active = inhibition above about 12%
# PfHsp40 rescue = compounds rescuing yeast from Plasmodium falciparum HSP40 toxicity | S. cerevisiae expressing PfHsp40, growth rescue, ATP luminescence | growth rescue, % at 12.5 µM | 340,000 compounds, 0.68% hits | AID 504582; in the data active = growth rescue above about 28%, passing the limit was not always enough;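 also: yeast W303a lacking pdr1 and pdr3 grown in galactose medium; growth measured after three days at 30 °C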
# * = called active by the depositor; i = inactive; . = no result given; & = joins results of further samples. Not all compounds are listed; rates above refer to the full screens.
SMILES,VHR inh abs,Y pestis TopoI,BH1578 lux ind,MazF activator,TcdB inh,Rv3671c protease,PriA SSB inh,Anthrax LF inh2,SARS 3CLpro inh,PfHsp40 rescue
CC(C)CN(C(=O)c1ccc(N2CCCC2=O)cc1)c1c(N)n(Cc2ccccc2)c(=O)[nH]c1=O,.,2,4.0,6,0.6,-14,-4,-5,.,-1.0
CCC(Cc1ccccc1)OC(=O)c1ccccc1C(=O)O (stereo unspecified),.,2,-5.6,-1,0.1,.,-16,-12,.,-1.3
CNC(=S)N/N=C(\C)c1ccc(C)c(C)c1,-3,-6,-2.6,1,.,-5,.,-3,-1,-0.4
Cn1c(N=Cc2ccc([N+](=O)[O-])cc2)c(N)c(=O)n(C)c1=O,.,-2,1.9,-23,1.7,.,.,-2,.,1.9
COc1ccc(NC(=O)Cc2nc3ccccc3[nH]2)cc1,17,-8,-0.5,-4,.,-8,-21,-6,3,0.8
CN(C(=O)CSc1nc2c(c(=O)[nH]1)CCC2)c1ccccc1,-6,3,-0.1,-1,3.6,-3,-4,-4,-5,0.6
Cc1ccc(NC(=O)NNC(=O)c2cc3ccccc3cc2O)cc1,6,10,-1.6,-11,0.0,26,-12,1,2,70*
CC(C)[C@H](NC(=O)NCCc1ccccc1)C(=O)O,3,-9,-0.1,8,.,1,-2,-6,-4,3.0
CCc1nc2ccccc2c(C(=O)O)c1C,6,3,i,8,.,-1,-1,4,-2,-1.0
Cc1ccc(-c2nc(CS(=O)CC(=O)NCc3ccccn3)c(C)o2)cc1 (stereo unspecified),8,13,-1.6,7,-1.0,-5,-7,0,-4,-1.2
C=CCOc1ccccc1CNCCCN1CCOCC1,12,1,-7.1,3,.,4,-1,-1,-1,-0.1
COC(=O)c1ccc(CSc2nc3cc(Cl)ccc3s2)o1,25,39,i,-10,.,-13,-50,3,1,-1.5
S=c1[nH]nc(-c2cccc3ccccc23)n1-c1cccnc1,31,6,i,5,1.6,4,-2,-2,2,-1.3
CCCOC(=O)c1ccc(Nc2cc(C)nc3ncnn23)cc1,21,6,1.6,-3,.,-5,7,-2,0,0.5
COc1ccc(CC(=O)NNC(=O)c2cccs2)cc1,15,1,0.2,12,-1.1,-2,-1,1,1,1.1
CN(C)C/C=C/C(=O)Nc1cccc(-c2c[nH]c3ncnc(Oc4ccc(NC(=O)CC(=O)Nc5ccc(F)cc5)cc4F)c23)c1,.,-10,i,-54,.,-27,28,-5,.,22
COc1cc(S(=O)(=O)NCCCN2CCOCC2)ccc1Cl,10,-1,i,2,.,-43,-11,4,6,-2.2
Cc1c(C(=O)NCc2ccccn2)oc2ccccc12,-8,-8,-0.9,-10,.,-1,-7,0,-1,0.0
CC1CCC(NC(=O)CN(C)S(=O)(=O)c2ccc3c(c2)c(=O)n(C)c(=O)n3C)CC1 (stereo unspecified),11,-7,i,7,-0.2,-2,2,1,-2,-0.8
Cc1ccc(-n2c(C)nnc2SCC(=O)NC2CC2)cc1,-2,-9,-1.7,1,0.5,11,7,9,8,0.7
Cc1cc(NC(=O)c2cccc(S(=O)(=O)N3CCCCCC3)c2)n(-c2ccccn2)n1,10,1,i,-5,.,2,-8,-4,3,3.1
COc1cccc(SCc2noc(C(=O)NCC3CCCO3)c2C(=O)O)c1 (stereo unspecified),29,2,-0.4,-9,0.8,2,-5,-2,0,0.1
Cc1cc(N2C(=O)CC(C(C)c3ccccc3)C2=O)no1 (stereo unspecified),18,-3,i,-12,.,2,-12,2,-3,1.1
CN(CCOc1ccccc1)CC(=O)Nc1ccc(Cl)c(S(=O)(=O)N(C)C)c1,4,13,i,1,0.8,-4,-14,-3,4,-0.6
CC(CN1CCN(CCOCCO)CC1)CN1c2ccccc2Sc2ccc(Cl)cc21 (stereo unspecified),.,3,-0.7,20,2.0,.,.,-12,.,.
# The list goes on.
SMILES,VHR inh abs,Y pestis TopoI,BH1578 lux ind,MazF activator,TcdB inh,Rv3671c protease,PriA SSB inh,Anthrax LF inh2,SARS 3CLpro inh,PfHsp40 rescue
C[C@]12CCC(=O)C=C1C=C[C@@H]1[C@@H]2CC[C@@]2(C)[C@H]1CC[C@@]2(O)CCC(=O)O,.,4,-3.0,5,0.4,-5,-12,-5,.,-0.8
Cc1ccc(C(=O)C[n+]2cccc3ccccc32)cc1,20,-8,-0.6,-22,.,-3,-13,16,2,-0.9
CCCNC(=O)Cn1nc(C)n2c(cc3cc(F)ccc32)c1=O,-2,8,0.6,1,0.1,.,-5,-1,8,-1.1
Cc1cc(Nc2ccccc2F)n2nc(C)nc2n1,11,5,-0.2,1,1.3,9,0,3,-3,-1.0
Fc1ccc(C2c3[nH]c4ccccc4c3CCN2Cc2cccn2-c2ncccn2)cc1 (stereo unspecified),-9,6,-1.2,-1,-0.5,9,16,0,-1,0.2
CN(CC(=O)NC(=O)NC1CCCCC1)Cc1ccccc1,.,7,i,9,-0.3,-1,0,-2,.,0.2
CC(C)CC1C(=O)N(Cc2cn(CCC3OCCO3)nn2)CCS(=O)(=O)N1Cc1ccc(-c2ccc(F)cc2)cc1 (stereo unspecified),.,36,-0.4,31,1.1,.,.,0,.,.
CC(=O)c1cc(NC(=O)c2ccc([N+](=O)[O-])cc2)c(=O)oc1C,22,4,-0.7,5,-0.7,8,-9,-3,0,-0.5
O=C(Nc1ccc(F)cc1)N1CCn2c(nc3ccccc32)C1,4,5,-3.8,-3,0.9,5,-7,0,3,1.3
CCOC(=O)c1c(NC(=O)COC(=O)c2nccnc2N)sc2c1CCC2,.,-9,i,-9,2.0,-4,-2,1,.,-1.6
NC(Cc1ccccc1)c1csc(Nc2ccc(C(F)(F)F)cn2)n1 (stereo unspecified),.,-10,-1.3,.,0.7,.,.,-10,.,.
CCCCN(C(=O)C1CCN(C(=O)c2ccccc2C)CC1)c1c(N)n(CCCC)c(=O)[nH]c1=O,-9,3,-0.5,-4,0.8,-4,-2,-3,0,-0.6
COc1ccc(CCNC(=O)c2cc3c(=O)n(C)c4ccccc4c3n2C)c(OC)c1,2,7,1.2,0,0.0,-2,1,0,3,0.8
O=C(NC1CCS(=O)(=O)C1)C1CCCCN1S(=O)(=O)c1ccc(Cl)cc1 (stereo unspecified),-14,-4,i,1,1.2,2,-17,2,1,1.9
CCOC(=O)C1=C(C)NC(C)=C(C(=O)OCC)C1/C=C/c1ccccc1OC,-9,-4,-0.1,-9,.,1,-25,0,0,-1.2
C[C@@H]1CCCCO[C@@H](CN(C)Cc2ccccc2)[C@@H](C)CN([C@H](C)CO)C(=O)c2cc(NC(=O)Nc3cccc4ccccc34)ccc2O1,.,-2,-0.4,-10,0.6&0.8,.,.,-4,.,.
COc1ccc(S(=O)(=O)N(C)C[C@@H]2Oc3c(NS(=O)(=O)c4cn(C)cn4)cccc3C(=O)N([C@@H](C)CO)C[C@@H]2C)cc1,.,19,-1.0,5,.,9,2,-3,.,0.0
CS(=O)(=O)N1CCc2ccc(NC(=O)C3CCCO3)cc2C1 (stereo unspecified),-12,4,i,6,-2.8,0,0,-2,0,3.8
O=C(c1ccccc1Br)N1CCN(Cc2ccc3c(c2)OCO3)CC1,-23,5,i,-7,0.3,-2,-4,1,-2,-2.3
COc1ccc(C(=O)COC(=O)CN2C(=O)c3ccccc3C2=O)c(OC)c1,-19,38,-2.9,8,-0.1,0,-1,-5,1,-1.9
CCN(CC)Cc1cc(CC(C(N)=O)C(N)=O)ccc1OC,-21,-5,-3.8,2,.,-8,-6,1,0,0.4
COc1ccc(CNC(=O)CSc2nc(C)cs2)cc1,23,9,-0.4,7,0.3,7,1,0,3,-1.1
Cc1nc2cc(NC(=O)c3ccc(Br)s3)ccc2s1,20,10,-0.2,14,-0.3,-21,-22,4,-1,1.9

# Assay outcomes: PubChem, several laboratories
